GSTO1 counter = counter-screen for RBBP9 inhibitors: inhibitors of human GSTO1. P78417. inhibition, % at 5.96 µM. recombinant GSTO1, activity-based probe fluorescence polarization. 300,000 tested, 1.1% active. AID 1974;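 active = inhibition above the campaign mean inhibition plus 3 SD, cut at about 35% in these data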;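 also: 0% = GSTO1-1 with DMSO and 100% = wells lacking GSTO1-1 enzyme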
Target sequence (P78417 whole entry, looked up): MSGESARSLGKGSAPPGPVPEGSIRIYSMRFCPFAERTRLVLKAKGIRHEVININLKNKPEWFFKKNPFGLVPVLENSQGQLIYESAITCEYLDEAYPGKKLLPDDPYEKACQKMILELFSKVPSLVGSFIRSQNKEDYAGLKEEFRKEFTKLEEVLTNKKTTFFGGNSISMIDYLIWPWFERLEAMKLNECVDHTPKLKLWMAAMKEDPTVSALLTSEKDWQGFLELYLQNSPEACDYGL
PAD4 FP inh = PAD4 (human) enzyme inhibition. recombinant PAD4, RCA probe fluorescence polarization. inhibition, % at 6.36 µM. 330,000 tested, 0.41% active;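 active = percent inhibition above a cutoff equal to the mean of all tested compounds plus 3 SD, cut at about 15% in these data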;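 also: 0% = PAD4 with RCA probe and DMSO and 100% = probe without PAD4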
PAFAH2 inh = PAFAH2 (human) inhibition | recombinant PAFAH2, FP-rhodamine activity probe, fluorescence polarization | inhibition, % at 3.39 µM | 340,000 tested, 0.99% active;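 active = inhibition above the mean over all tested compounds plus 3 SD, cut at about 30% in these data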;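 also: inhibitors block probe labeling of enzyme so polarization drops; 0% = enzyme with DMSO and 100% = wells lacking PAFAH2 protein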
pPAFAH FP inh = inhibitors of human plasma PAF acetylhydrolase (pPAFAH); Q13093; recombinant pPAFAH, FP-rhodamine probe fluorescence polarization; inhibition, % at 3.39 µM; 330,000 tested, 1.5% active;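 active = inhibition above the mean inhibition across the screen plus 3 SD, cut at about 25% in these data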;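 also: inhibitors block binding of the rhodamine activity-based probe so polarization drops; 0% = enzyme with DMSO and 100% = wells lacking pPAFAH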
PAFAH1B3 FP inh = inhibitors of human PAFAH1B3. Q15102. recombinant PAFAH1B3, FP-rhodamine probe, fluorescence polarization. inhibition, % at 3.39 µM. 340,000 tested, 0.28% active. AID 492972;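 active = inhibition above the screen-wide average of all tested compounds plus 3 SD, cut at about 25% in these data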;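 also: 0% = enzyme with DMSO only and 100% = wells lacking PAFAH1B3 protein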
LYPLA2 counter = LYPLA2 (human) inhibition in PME1 counter-screen | inhibition, % at 5.9 µM | recombinant LYPLA2, FP-Rh probe fluorescence polarization | O95372 | 320,000 tested, 0.38% active | AID 2177;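 active = inhibition above the screen-wide mean plus 3 SD, limit set per campaign, cut at about 26% in these data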;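 also: 0% = LYPLA2 with DMSO and 100% = wells lacking LYPLA2 enzyme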
Target sequence (O95372 whole entry, looked up): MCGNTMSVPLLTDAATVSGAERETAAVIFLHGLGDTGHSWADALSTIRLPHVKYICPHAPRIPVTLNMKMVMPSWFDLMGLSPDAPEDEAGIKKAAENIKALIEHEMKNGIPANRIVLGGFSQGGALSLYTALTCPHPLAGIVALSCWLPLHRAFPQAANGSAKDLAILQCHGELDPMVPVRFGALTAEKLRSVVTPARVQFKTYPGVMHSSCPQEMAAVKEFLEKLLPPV
PREPL inh = inhibits the human prolyl oligopeptidase-like enzyme; inhibition, % at 5.96 µM; AID 2751; Q4J6C6; 320,000 tested, 0.68% active; recombinant PREPL, fluorescence polarization activity-based probe; in the data active = inhibition above about 43%;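 also: 0% = enzyme with DMSO and 100% = wells lacking enzyme; many of its hits are not listed in these tables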
LYPLA1 counter = LYPLA1 (human) inhibition in PME1 counter-screen. recombinant LYPLA1, FP-Rh probe fluorescence polarization. inhibition, % at 5.9 µM. 320,000 tested, 0.16% active. AID 2174;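 active = inhibition above the mean of all tested compounds plus 3 SD, set per campaign, cut at about 14% in these data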;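 also: inhibitors block serine hydrolase probe labeling of LYPLA1 so polarization falls; 0% = enzyme with DMSO and 100% = wells lacking LYPLA1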
Target sequence (O75608 whole entry, looked up): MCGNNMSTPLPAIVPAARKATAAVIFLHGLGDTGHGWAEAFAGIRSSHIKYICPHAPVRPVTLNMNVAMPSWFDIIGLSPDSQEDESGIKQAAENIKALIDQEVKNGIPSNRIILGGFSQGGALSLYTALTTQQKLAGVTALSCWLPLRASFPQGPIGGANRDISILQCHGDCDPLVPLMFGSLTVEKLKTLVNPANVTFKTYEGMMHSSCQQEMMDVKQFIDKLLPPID
PAFAH1B2 inh = blocks human PAF acetylhydrolase 1b catalytic subunit 2 | P68402 | recombinant PAFAH1B2, FP-rhodamine activity probe, fluorescence polarization | inhibition, % at 3.39 µM | 340,000 tested, 1.2% active | AID 492953;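 active = inhibition above the mean of all tested compounds plus 3 SD, cut at about 24% in these data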;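 also: 0% = enzyme with DMSO and 100% = wells lacking PAFAH1B2; many of its hits are not listed in these tables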
Target sequence (P68402 whole entry, looked up): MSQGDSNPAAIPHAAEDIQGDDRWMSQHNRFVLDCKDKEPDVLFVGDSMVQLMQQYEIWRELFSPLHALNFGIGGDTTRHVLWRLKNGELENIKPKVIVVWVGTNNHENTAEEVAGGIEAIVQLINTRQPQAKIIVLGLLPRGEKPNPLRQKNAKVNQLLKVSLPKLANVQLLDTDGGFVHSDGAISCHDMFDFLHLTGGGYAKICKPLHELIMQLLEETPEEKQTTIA
The depositor's hits bear a star; . = no result given; & = joins results of further samples.

Molecule	GSTO1 counter	PAD4 FP inh	PAFAH2 inh	pPAFAH FP inh	PAFAH1B3 FP inh	LYPLA2 counter	PREPL inh	LYPLA1 counter	PAFAH1B2 inh
O=C(Nc1ccccc1C(=O)Nc1ccccc1)c1ccccc1Br	-3	-1	-1	5	4	0	-18	-2	2
CCNC(=S)N(CCO)Cc1cc2cc3c(cc2[nH]c1=O)OCO3	2	-2	-5	4	8	2	6	-2	-4
CC(=O)Nc1cccc(Oc2ccc3c(c2)C(=O)N(CCC(=O)O)C3=O)c1	23	-3	-10	-2	1	23	14	-2	-1
CCN(C(=O)c1cnc(N2CCN(c3ncccn3)CC2)c2ccccc12)c1cccc(Cl)c1	-4	1	4	5	-2	-4	-17	-3	3
Cn1cnc([N+](=O)[O-])c1SCC(O)CN1CCCCC1 (configuration not stated)	-1	0	-2	6	5	6	12	-1	3
COc1cccc(OC)c1C(=O)Nc1cc(Cl)ccc1N1CCOCC1	-1	3	-3	3	15	4	17	-1	-7
O=C(CSc1nc2c([nH]c3ccccc32)c(=O)n1-c1ccccc1)N1CCOCC1	20	0	1	0	5	2	-1	2	-1
CCOCCCNc1nc2c(c(=O)n(C)c(=O)n2C)n1CCCc1ccccc1	4	-3	5	0	4	10	11	6	4
Cc1cc(C)c(NC(=O)CSCc2c(C)noc2C)c(C)c1	.	6	-4	-2	10	1	-3	-3	2
O=C(c1cc(COc2cccc(C(F)(F)F)c2)on1)N1CCc2ccccc2C1	0	3	3	8	1	-4	-29	-2	-4
CCN(C(=O)CN1CCN(C)CC1)c1c(N)n(Cc2ccccc2)c(=O)[nH]c1=O	.	2	1	-2	2	1	2	3	-6
CSCCC(NS(=O)(=O)c1ccc2c(c1)c(=O)n(C)c(=O)n2C)C(=O)NC1CCN(Cc2ccccc2)CC1 (configuration not stated)	5	-2	9	0	5	1	0	-2	5
CC1=CC(C)(C)N(S(=O)(=O)c2ccc(C)cc2)c2cc(C)ccc21	1	-4	-4	0	-2	6	-2	4	2
COc1ccc(CN2CCN(C(=O)c3cc(C4CC4)nn3-c3ccccc3)CC2)cc1F	.	4	-3	3	3	10	7	0	2
COc1cccc(/C=C/C(=O)OCC(=O)NCC2CCCO2)c1 (configuration not stated)	1	3	13	0	-2	-2	6	1	-1
COc1ccccc1CNC(=O)CCN=C1NS(=O)(=O)c2ccccc21	.	0	4	-3	5	-6	8	-1	5
COc1ccc2[nH]cc(C(=O)CN3CC(C)CC(C)C3)c2c1 (configuration not stated)	2	0	-1	5	7	3	7	0	-1
CN(CC(=O)N1CCOCC1)S(=O)(=O)c1cc(Cl)ccc1Cl	-13	2	1	2	4	1	4	3	2
CC(=C1C(=O)c2ccccc2C1=O)N1CCN(C/C=C/c2ccccc2)CC1	4	-5	-3	9	3	6	19	0	-1
Cc1ccc(CNC(=O)CCC2CCCN(Cc3cccc4c3OCO4)C2)o1 (configuration not stated)	24	3	5	6	6	5	21	4	3
O=C(N1CCOCC1)N1CCN(S(=O)(=O)c2ccc(Cl)cc2)C1	-7	-5	-2	-6	4	0	4	5	26*
O=C(O)/C=C(\Oc1ccccc1)C1(O)CCCCC1	1	5	9	-2	7	-1	-1	-2	0
CCCCn1c(N)c(N(CCOC)C(=O)CCNC(=O)c2ccccc2Cl)c(=O)[nH]c1=O	-4	5	-10	-2	-2	-11	3	-2	9
O=C(CN1C(=O)c2ccccc2C1=O)Nc1nc(-c2cccc([N+](=O)[O-])c2)cs1	6	-2	.	1	.	10	7	0	.
Cc1ccccc1NC(=O)C1CCN(C(=O)NC2CCCCC2)CC1	5	-3	-5	0	9	2	0	0	-2
COC(=O)c1ccc(Nc2ncnc3c2cnn3-c2cccc(C)c2)cc1	-3	-1	-6	-6	-13	-8	8	-9	-3
O=S(=O)(c1ccccc1F)N1CCN(CCc2ccccc2)CC1	4	-2	-5	5	0	-10	-2	-4	0
CCOc1ccc(-c2nnc(NC(=O)Cc3cc(OC)c(OC)c(OC)c3)o2)cc1	4	7	-3	1	1	11	26	-1	2
CC(C)(C)c1ccc(C(CC(=O)O)NC(=O)c2ccccc2F)cc1 (configuration not stated)	-3	1	-2	6	9	2	-5	1	3
CC(C)(C)c1cc2cccnc2n1Cc1ccccc1	2	-7	-3	4	0	0	34	1	-2

Later entries
Molecule	GSTO1 counter	PAD4 FP inh	PAFAH2 inh	pPAFAH FP inh	PAFAH1B3 FP inh	LYPLA2 counter	PREPL inh	LYPLA1 counter	PAFAH1B2 inh
CCOC(=O)NC(NCc1ccccc1)(C(F)(F)F)C(F)(F)F	5	5	-5	1	10	15	14	1	-1
CCCCN(Cc1cc2ccccc2[nH]c1=O)S(=O)(=O)c1ccc(C)cc1	-7	0	-5	7	4	-7	-10	3	8
Cc1onc(-c2ccccc2)c1C(=O)Nc1ccc(NC(=O)c2c(-c3ccccc3)noc2C)cc1	8	0	1	-3	-4	-1	4	2	-5
C[C@@H]1C(c2ccc(F)cc2)=NN(c2ccccc2)[C@H]1C(=O)N1CCOC1=O	.	0	-4	7	5	.	.	.	4
Cc1ccc(C2=NNC(=O)C(c3c[nH]c4ccccc34)C2)cc1 (configuration not stated)	2	1	8	1	2	-1	15	-1	0
O=C(COc1ccc(-n2cnnn2)cc1)NCCc1ccc(F)cc1	1	1	4	-1	4	-6	0	-6	5
Cc1nnsc1C(=O)Nc1ccccc1Cl	-5	-2	-7	6	1	7	3	-3	1
CN(C)c1ccc(S(=O)(=O)N2CCCCC2)cc1NC(=O)COc1ccccc1F	3	1	9	-11	5	9	3	0	2
O=C(O)c1ccc(C(=O)O)c(C(=O)c2ccc(NC(=O)c3ccccc3)cc2)c1	-4	-1	1	-1	8	-2	-11	1	9
O=C(O)c1ccccc1CSc1ccccn1	-2	1	-9	1	12	-1	8	-2	-3
CC1=C(C)CC2C(=O)N(Cc3ccccc3)C(=O)C2C1 (configuration not stated)	9	4	5	-1	2	4	6	1	1
CCOc1cccc(NC(=O)C2CC(=O)N(C)C2)c1 (configuration not stated)	3	-1	-4	5	9	3	0	2	5
CC(C)Cn1c(=O)c(C(=O)Nc2ccncc2)c(O)c2ccccc21	16	-3	4	3	4	1	-3	-1	6
CC1C2Cn3c(nc4ccccc43)C1N(C(C)C)O2 (configuration not stated)	1	0	5	8	0	7	10	0	7
COc1ccc(-c2cc(=O)c3c(O)c(OC)c(O)cc3o2)cc1	4	-8	7	4	2	5	-23	3	-6
C[C@H](CCC(=O)O)[C@H]1CC[C@H]2[C@@H]3CC[C@@H]4C[C@H](O)CC[C@]4(C)[C@H]3CC[C@]12C	-9	2	1	7	8	-1	-16	-7	0
S=C1SCN(CC2CC2)CN1CC1CC1	2	2	-2	-4	-3	5	3	-1	4
CCOc1cccc2sc(Nc3nc4ccc(NC(C)=O)cc4s3)nc12	-6	1	1	22	5	-5	7	-2	-1
Nc1nc(N2CCN(Cc3ccccc3)CC2)n[nH]1	3	-5	-4	2	3	0	-5	-1	1
O=C(CNC(=O)c1ccccc1F)N/N=C/c1cccs1	4	-3	1	-1	7	-7	10	-1	8
COn1c(SC(C)C)nc2ccccc2c1=O	-6	3	-1	6	10	7	7	3	-1
CN(C(=O)c1ccc(NC(=O)Cc2cccc([N+](=O)[O-])c2)cc1)C1CC1	.	35*	-1	6	13	18	-6	42*	4
O=C(CNC(=O)c1ccccc1)NCCc1nc2ccccc2[nH]1	2	-2	4	2	-1	0	-2	-9	2
CC(C)CC(=O)Nc1nnc(S(=O)(=O)Nc2ccccc2)s1	-12	0	-6	2	1	2	9	-4	1
N#Cc1c(NC(=O)COC(=O)c2ccc(S(=O)(=O)N3CCCC3)cc2)sc2c1CCCCC2	5	3	-4	2	4	2	-4	-2	1
COc1ccc(Cn2cc(F)c(=O)n(CCC(C)C)c2=O)cc1[N+](=O)[O-]	-1	0	-5	12	1	1	8	3	-2
CCc1nc2ccc(C(=O)NCc3ccco3)cc2nc1CC	6	-5	4	2	2	3	0	-2	0
CC1Sc2ccc(S(=O)(=O)CCC(=O)N3CCN(c4ccccc4F)CC3)cc2NC1=O (configuration not stated)	8	-4	1	14	0	8	-7	-2	8
Cc1ccc(SCCNC(=O)/C=C/c2ccccc2Cl)cc1	-7	-8	-15	0	-7	-26	-21	-12	4
Cc1cccc(-n2nnc(C(=O)NCc3ccc4c(c3)OCO4)c2N)c1	3	-2	-6	3	-9	-1	10	-5	6

Retrieved by compound from the list above:
Molecule	GSTO1 counter	PAD4 FP inh	PAFAH2 inh	pPAFAH FP inh	PAFAH1B3 FP inh	LYPLA2 counter	PREPL inh	LYPLA1 counter	PAFAH1B2 inh
O=C(O)/C=C(\Oc1ccccc1)C1(O)CCCCC1	1	5	9	-2	7	-1	-1	-2	0
CC1Sc2ccc(S(=O)(=O)CCC(=O)N3CCN(c4ccccc4F)CC3)cc2NC1=O (configuration not stated)	8	-4	1	14	0	8	-7	-2	8

Additional structures follow:
Molecule	GSTO1 counter	PAD4 FP inh	PAFAH2 inh	pPAFAH FP inh	PAFAH1B3 FP inh	LYPLA2 counter	PREPL inh	LYPLA1 counter	PAFAH1B2 inh
N#Cc1cccc(Nc2c3c(nc4ccccc24)CCC3)c1	-2	-1	-2	0	7	-5	0	-2	-6
COc1cccc(C2=CC(=O)CC(C)(C)C2)c1OC	.	-2	-1	3	8	6	-3	4	1
CCc1ccc(C(=O)CN2CCSC2=N)cc1	-2	-4	10	6	7	6	3	3	7
COc1ccccc1CNC(=O)CN(C)CC(=O)Nc1ccccc1Br	.	2	8	3	1	.	4	.	3
CCOc1ccc(CCNC(=O)COC(=O)COc2ccccc2C)cc1OCC	5	2	10	8	6	4	-4	0	-1
COc1ccc(NC(=O)CN(c2ccccc2)S(=O)(=O)N(C)C)cc1OC	8	-5	15	2	4	-4	-5	-1	3
CSC(=NC1CCCCC1)NS(=O)(=O)c1ccccc1	5	-3	4&6	-3	7&4	-6	-2	-2	4&8
O=C(NC(=S)Nc1ccc(S(=O)(=O)N2CCCCC2)cc1)c1ccc(Cl)cc1	-10	-7	2	4	7	-1	9	-1	2
Fc1ccc(-n2c(-c3ccco3)nc3nc4ccccc4nc32)cc1	1	-2	3	4	4	5	-6	-2	-1
COCCCNC(=O)C[C@H]1C[C@H](C(=O)N2CCCCC2)[C@@]2(C)c3[nH]c4ccc(Cl)cc4c3CCN2C1=O	.	-3	-2	-2	5	.	.	.	2
CC1CCCC(C)N1C(=O)Cn1c(SCC(=O)Nc2ccc3c(c2)OCO3)nc2ccccc21 (configuration not stated)	8	-3	0	2	7	3	14	-1	5
Cc1ccc(NC2=NC(C(=O)Nc3ccc(C)c(C)c3)CC(=O)N2)cc1 (configuration not stated)	-3	-3	-7	7	0	5	2	0	1
Cc1nnc(SCC2=C(C(=O)O)N3C(=O)C(NC(=O)C(C)n4nc(C(F)(F)F)cc4C)C3SC2)s1 (configuration not stated)	1	-3	4	1	1	2	12	3	5
COc1ccc(OCC(=O)Nc2nc3c(s2)CCCC3)cc1	6	-3	11	0	10	0	-8	-2	3
CC(C)CNC(=O)CC1Nc2ccccc2NC1=O (configuration not stated)	5	-10	0	-8	6	-11	-8	-1	2
COc1ccc(C2=NOC(C(=O)NCc3ccco3)C2)cc1 (configuration not stated)	7	-3	-6	3	6	8	3	2	0
O=C(N/N=C/c1ccncc1)c1cccc([N+](=O)[O-])c1	4	4	.	-4	.	-9	9	-4	.
COc1cc(/C=N/Nc2nc(N3CCCC3)nc(N3CCCC3)n2)ccc1O	0	3	0	3	-1	4	6	1	-3

The list is partial. The share of hits here may be higher or lower than overall.
